AmpC no deterg = blocks E. coli AmpC beta-lactamase in detergent-free assay; 330,000 tested, 0.52% active; Potency, µM (titrated, usually from 57.1 µM), for inactives: top-dose activity change, negative = inhibition, most hits filed as inhibitors; AID 485341; P00811; AmpC nitrocefin hydrolysis, absorbance 480 nm, 0.0001% Triton;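 note: potency is the fitted concentration of half-maximal effect; plate controls were no compound for no effect and no enzyme for full effect; nearly all actives have a fitted effect of over 20% in size; some results filed as inactive show a strong effect at the top dose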
Target sequence (P00811 whole entry, looked up): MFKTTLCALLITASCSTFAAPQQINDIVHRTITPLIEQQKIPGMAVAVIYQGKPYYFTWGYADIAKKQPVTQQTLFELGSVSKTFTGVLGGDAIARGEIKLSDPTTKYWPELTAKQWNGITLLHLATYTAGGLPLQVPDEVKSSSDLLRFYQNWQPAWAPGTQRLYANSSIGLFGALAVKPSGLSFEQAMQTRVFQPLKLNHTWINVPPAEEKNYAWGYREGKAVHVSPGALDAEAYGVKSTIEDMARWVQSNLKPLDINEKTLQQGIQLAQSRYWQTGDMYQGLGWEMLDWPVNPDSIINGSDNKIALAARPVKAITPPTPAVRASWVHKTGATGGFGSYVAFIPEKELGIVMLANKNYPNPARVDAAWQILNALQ
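AmpC (5.3 nM in the dispensed reagent) in 20 mM phosphate pH 7.0 with 0.01% (detergent screen) or 0.0001% Triton X-100 was preincubated with compounds for 15 min at room temperature. Nitrocefin was then added from an 800 uM solution, and hydrolysis was followed at 480 nm.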
FBPA Giardia inh = inhibitors of Giardia lamblia fructose-1,6-bisphosphate aldolase; AID 2451; Potency, µM (titrated, usually from 59.6 µM), for inactives: at the highest dose activity, negative = inhibition, hits mostly inhibitors; 290,000 tested, 0.71% active; purified Giardia FBPA; A8B2U2; note: potency is the fitted concentration of half-maximal effect; nearly all actives have a fitted effect of over 55% in size
Target sequence (A8B2U2 whole entry, looked up): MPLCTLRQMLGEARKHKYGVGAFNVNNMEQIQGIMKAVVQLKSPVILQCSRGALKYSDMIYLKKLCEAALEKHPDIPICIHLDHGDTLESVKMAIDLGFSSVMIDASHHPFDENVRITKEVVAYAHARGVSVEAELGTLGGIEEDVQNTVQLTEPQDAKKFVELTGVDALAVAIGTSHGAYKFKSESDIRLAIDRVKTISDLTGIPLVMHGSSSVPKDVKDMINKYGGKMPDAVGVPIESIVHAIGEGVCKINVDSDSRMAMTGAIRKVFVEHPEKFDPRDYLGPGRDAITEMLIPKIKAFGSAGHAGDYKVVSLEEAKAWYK
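Giardia FBPA (40 nM reagent) was preincubated 10 min at RT with compound (up to 57.5 uM final), then substrate plus GAPDH/TPI/NAD/arsenate coupling system with diaphorase/resazurin was added; resorufin fluorescence (525/598 nm) was read after 20 min.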
AmpC detergent = blocks E. coli AmpC beta-lactamase in detergent assay. P00811. Potency, µM (doses to about 114 µM), for inactives: at the top dose activity change, negative = inhibition, most hits filed as inhibitors. 370,000 tested, 0.041% active. AmpC hydrolysis of nitrocefin, absorbance 480 nm, 0.01% Triton;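 note: potency is the fitted concentration of half-maximal effect; 0% = no-compound wells and -100% = no-enzyme wells; nearly all actives have a fitted effect of over 25% in size; some results filed as inactive show a strong effect at the top dose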
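20 mM phosphate pH 7.0 + 0.01% (detergent screen) or 0.0001% Triton X-100; 5.3 nM AmpC reagent; cpd preinc 15 min RT; nitrocefin (800 uM stock) to start; A480 q20 s × 4 min; Activity was normalised to no-enzyme and no-compound control wells.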
Sm TGR block = blocks Schistosoma mansoni thioredoxin glutathione reductase; purified TGR, DTNB reduction, TNB absorbance 405 nm; Potency, µM (titrated, usually from 114 µM), for inactives: top-dose activity change, negative = inhibition, usual class: inhibitors; 360,000 tested, 3% active; AID 485364; note: potency is the fitted concentration of half-maximal effect; nearly all actives have a fitted effect of over 60% in size
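First, TGR (20 nM dispensed) and NADPH were mixed with compound. Second, a 15 min room-temperature incubation followed. Third, further NADPH and then DTNB were added to start the reaction. Finally, TNB absorbance was monitored kinetically.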
AMA1 RON2 block = disrupts binding of P. falciparum AMA1 to RON2 | Potency, µM (highest dose often 58.2 µM), without a hit: at the top dose activity change, negative = inhibition, hits mostly inhibitors | AID 720542 | 360,000 tested, 0.2% active | AlphaScreen AMA1-biotinylated RON2 peptide binding;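 note: potency is the fitted concentration of half-maximal effect; 0% = vehicle wells and -100% = peptide control; nearly all actives have a fitted effect of over 45% in size; some results filed as inactive show a strong effect at the top dose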
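AMA1 (3D7) with his tag at 25 nM final met compounds first, then biotinylated RON2 peptide at 25 nM; detection used donor plus acceptor beads, 10 µg/mL apiece, read by AlphaScreen after 30 min at room temperature.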
HCMV antiviral = inhibitors of human cytomegalovirus | HFF cells, HCMV-luciferase reporter, 72 h; stronger effect = lower value | activity change, negative = inhibition, % at 57.5 µM | 410,000 tested, 4.5% active; in the data active = activity change below about -60%; inconclusive = no clear call, values can overlap the other calls; inactive = above about -39%
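Compounds were evaluated in HFFs infected with an HCMV luciferase reporter virus (MOI 1 PFU/cell). Luciferase in lysates collected 72 h post infection served as the replication measure.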
* hit, by the source's call; ? = inconclusive; . = no result given; [ ] = dose if it differs, or a comment. Unless noted, calls come from the whole dose curve; as a rule, active = well fitted curve in the direction sought with a large enough effect; inconclusive = small, poorly fitted or top-dose-only effect, or another doubt; inactive = no such curve, though single readings can be large; an effect the other way counts as inactive or inconclusive. Unless noted, % is set by controls: 0 for no effect and ±100 for the full control effect.

SMILES | AmpC no deterg | FBPA Giardia inh | AmpC detergent | Sm TGR block | AMA1 RON2 block | HCMV antiviral
Cc1cccc(C(=O)N(Cc2ccc(C)o2)C2CCS(=O)(=O)C2)c1 (stereo unspecified) | 2% | 16% | 4% | 0% | 13% | 4
CC(=O)N=c1sc2ccccc2n1C | -10% | -1% | -7% | -24% | -8% | 21
O=C1c2ccccc2NC(c2ccncc2)N1c1ccccn1 (stereo unspecified) | -17% | 9% | -3% | 6% | 9% | -15
Cc1ccccc1OCCC(=O)OCC(=O)NC1CC1 | -8% | . | -12% | 2% | 2% | -29
O=C(Nc1cccc(C(=O)O)c1)/C(=C\c1ccc2c(c1)OCO2)NC(=O)c1ccc(Br)o1 | -22% | 21% | 2% | -35% | -19% | -18
O=C(NCCS(=O)(=O)NCc1ccc2c(c1)OCO2)c1ccccc1 | -7% | . | ? | 6% | 4% | -40
Cc1ccccc1CCNC(=O)c1ccc(Cl)c(S(=O)(=O)N2CC(C)OC(C)C2)c1 (stereo unspecified) | 11% | . | ? | -26% | -3%[11.6 µM] | -88*
NC(=O)c1ccccc1OCC(=O)Nc1ccc2c(c1)CCC2 | -19% | . | 7% | -4% | 0% | 49
O=C(C1CCCN(Cc2ccccc2Br)C1)N1CCCCC1 (stereo unspecified) | 0% | ? | ? | 6% | ? | 9
CCOC(=O)c1c(-c2ccc(C)cc2C)csc1NC(=O)c1ccccc1Cl | . | . | 12% | -4% | . | -5
CCN(CC)CCCNC(=O)Cn1cnc2sc(C)c(S(=O)(=O)N3CCC(C)CC3)c2c1=O | -15% | 4% | ? | -11% | 10% | -33
O=C(Cn1cc2c(n1)CCCCC2)N1CCc2ccccc2C1 | 0.56µM* | -12% | ? | 3% | 6% | -4
CCOc1ccccc1NC(=O)Cc1csc(COc2cccc(C)c2)n1 | . | . | 0% | -14% | . | ?
COc1ccc(CNC(=O)C2CC(=O)N(c3ccc(OCC(=O)N4CCCCC4)cc3)C2)cc1 (stereo unspecified) | 57% | 4% | 5% | 0% | 2% | 12
Cc1nc2c(-c3ccc(F)cc3)c(C)nn2c(C)c1CCC(=O)NC(C)CCc1ccco1 (stereo unspecified) | 141%[activator] | -6% | -5% | -23% | -5% | 9
Clc1ccc(-c2cn3cccnc3n2)cc1Cl | -58% | -5% | -6% | -17% | 7% | ?
CCCCNC(=O)Cc1ccc(Br)cc1 | -4% | 0% | 7% | 11% | -3% | 18
NC(=O)CC(NC(=O)c1ccccc1)c1ccc(N2CCC(Br)CC2)c([N+](=O)[O-])c1 (stereo unspecified) | 4% | -3% | 2% | 6% | -1% | ?
O=C(NC1CCSC1=O)c1ccc(Cl)cc1 (stereo unspecified) | -16% | -2% | -3% | 0% | -5% | -4
CN1c2ccccc2C(=O)/C(=C\Nc2ccc(F)cc2)S1(=O)=O | 1% | -11% | -7% | 20% | 5% | -23
CCCS(=O)(=O)N1CCCC(C(=O)NCc2cccnc2)C1 (stereo unspecified) | -9% | 6% | ? | 7% | -11% | -1
Cn1c(=O)n(CC(=O)NC2CCCCC2)c(=O)c2ccccc21 | -14% | 26% | 8% | 3% | -2% | -13
CCN(CC(=O)Nc1ccccc1C(=O)OC)S(=O)(=O)c1ccc(OC)cc1 | -1% | -10% | -14% | 1% | 12% | -16
COc1ccccc1N1CCN(C(=O)C2CCN(S(=O)(=O)c3ccccc3)CC2)CC1 | 119%[activator] | 2% | ? | 0% | 0% | -2
O=S(=O)(c1ccc(N2CC=C(c3ccccc3)CC2)nc1)N1CCCC1 | -25% | -8% | -3% | -30% | -2% | ?

Given with tabs: entries from further up
SMILES	AmpC no deterg	FBPA Giardia inh	AmpC detergent	Sm TGR block	AMA1 RON2 block	HCMV antiviral
Cc1ccccc1CCNC(=O)c1ccc(Cl)c(S(=O)(=O)N2CC(C)OC(C)C2)c1 (stereo unspecified)	11%	.	?	-26%	-3%[11.6 µM]	-88*
NC(=O)c1ccccc1OCC(=O)Nc1ccc2c(c1)CCC2	-19%	.	7%	-4%	0%	49
O=C(C1CCCN(Cc2ccccc2Br)C1)N1CCCCC1 (stereo unspecified)	0%	?	?	6%	?	9

Later entries.
SMILES | AmpC no deterg | FBPA Giardia inh | AmpC detergent | Sm TGR block | AMA1 RON2 block | HCMV antiviral
CCS(=O)(=O)N1CCN=C1SCc1ccccc1 | -4% | . | 1% | -5% | -3% | ?
Cc1cc(C(=O)N/N=C/c2c[nH]c3ccccc23)cs1 | -14% | 0% | -1% | 5% | 3% | 70
COC(=O)c1cc(C(=O)Nc2nnc(C3CC3)s2)cc([N+](=O)[O-])c1 | -20% | -9% | 9% | 6% | 10% | 7
CC(=O)c1cccc(NC(=O)CSc2nc3c(c(=O)[nH]2)CCC3)c1 | . | . | -3% | -4% | . | -3
O=C(Cc1ccc(Cl)cc1)Nc1ccc(CN2CCCCC2)cc1 | -40% | 6% | -1% | 4% | -13% | -13
COc1ccc(/C=C/C(=O)OCC(=O)NC2CCCCCC2)cc1OC | -1% | . | . | . | 4% | -16
O=C(COC(=O)/C=C/c1ccc(S(=O)(=O)N2CCOCC2)cc1)NC1CCCCCCC1 | 103%[activator] | -1% | -1% | -1% | 10% | -39
O=[N+]([O-])c1ccc(N2CCCCCC2)c(S(=O)(=O)N2CCCCC2)c1 | -21% | 0% | -2% | 10% | -29% | -9
CCOc1ccc(C(=O)Nc2ccncc2)cc1 | -9% | -16% | 4% | -1% | -1% | ?
O=C(N/N=C/c1cccc(OC(=O)c2ccc([N+](=O)[O-])cc2)c1)c1cccnc1 | 2% | . | -1% | 8% | 6% | -14
Cc1nn(CC(=O)NCc2cccnc2)c(=O)c2ccccc12 | -15% | 4% | 5% | 6% | -3% | 1
CCc1ccc(C(=O)NCc2ccc(Cl)cc2)cc1 | -26% | 1% | -13% | 1% | 16% | 97
CCc1nnc(NC(=O)CSc2nnc3c(n2)[nH]c2ccccc23)s1 | -32% | 2% | 1% | 3% | 5% | -28
Cc1ccc(/C=C/C(=O)OCn2nnc3ccccc3c2=O)o1 | -8% | -4% | 9% | 0% | -6% | 5
CS(=O)(=O)c1nsc2nc(=O)c(/C=C3\C=Nc4ccccc43)c(N)n12 | -24% | 8% | 7% | 3% | 1% | -27
COc1ccc(-c2c(C#N)c(SCC(=O)Nc3cccc(Cl)c3)nc(C)c2C(=O)Nc2ccccc2)cc1OC | . | . | 10% | 3% | . | 17
CCCN1Cc2cccc(C(=O)N3CCN(c4ccc(OC)cc4)CC3)c2C1=O | 18% | 7% | 3% | 2% | -5% | -8
O=C1c2ccccc2C(=O)N1Cc1nc2ccccc2c(=O)n1-c1cccnc1 | -12% | 1% | 4% | 5% | 0% | -4
Cc1cc(C)c2c(n1)sc1c(=O)n(-c3cc(Cl)ccc3C)nnc12 | . | . | 20% | -1% | . | -60*
COc1ccc(/C=C/C(=O)N2CCOCC2)cc1OC | -8% | 7% | ? | -8% | -1% | -5
Oc1ccc2ccccc2c1/C=N/n1cnnc1 | -19% | -2% | ? | -17% | 37%[activator] | -5
Oc1ccc(/C=N/Nc2ncnc3c2ncn3Cc2ccccc2)cc1O | -28% | ? | ? | -24% | 8%[2.32 µM] | 105
O=C1c2ccccc2C(O)(Cc2ccccc2)N1Cc1ccco1 (stereo unspecified) | -14% | 1% | -1% | 45µM* | -4% | 3
O=C(O)c1cccc(NS(=O)(=O)c2ccc(NC(=O)c3ccco3)cc2)c1 | -28% | ? | 4% | 5% | 5% | -21
O=C(CN1CCN(S(=O)(=O)c2ccc(Br)cc2)CC1)N/N=C/c1ccccc1C(=O)O | -35% | . | 2% | -34% | 17% | ?

New compounds follow.
SMILES | AmpC no deterg | FBPA Giardia inh | AmpC detergent | Sm TGR block | AMA1 RON2 block | HCMV antiviral
Cc1onc(-c2ccccc2Cl)c1C(=O)N(C)C1CCCCC1 | 44% | -2% | ? | -4% | 0% | -66*
Cc1cc(C(=O)Nc2ccc(C(=O)O)cc2)c(-c2ccccc2)o1 | -9% | ? | ? | -31% | -7% | 43
CCC(NC(=O)c1cc(COc2c(F)cccc2F)on1)c1ccncc1 (stereo unspecified) | -8% | . | 4% | -22% | -11% | .
CC1(C)C([N+](=O)[O-])C(c2ccc(O)cc2)NC(c2ccc(O)cc2)C1[N+](=O)[O-] (stereo unspecified) | -43% | 0% | ? | -16% | 6% | -38
CCc1cccc2[nH]c3cc([N+](=O)[O-])ccc3c12 | -30% | -11% | -5% | -4% | -17% | -61*
COc1ccc(OC)c(CCNc2ncnc3onc(-c4ccc(Cl)cc4)c23)c1 | . | . | 15% | 15% | . | 10
COc1ccc(C)cc1S(=O)(=O)NC1CCCCC1 | 4% | 11% | ? | ? | -18% | 3
CCCSc1ccc([C@H]2N[C@@](CC(C)C)(C(=O)OC)[C@H]3C(=O)N(CC)C(=O)[C@@H]23)cc1 | 11% | . | . | . | 6% | 6
CC(C)CNC(=O)c1ccc(Cl)c(NC(=O)COc2ccccc2)c1 | -16% | 3% | -6% | 1% | . | .
Cc1c(C(=O)O)sc(S(=O)(=O)N2CCN(C(=O)Cc3ccccc3)CC2)c1C(=O)O | -11% | . | 1% | -2% | -1% | -3
CC(=O)c1cccc(NC(=O)CCn2nc(C)c(S(=O)(=O)N(C)C)c2C)c1 | . | . | 10% | -11% | . | 1
O=C(c1cc2ccccc2cc1O)N1CCCC(C(F)(F)F)C1 (stereo unspecified) | 42% | . | -12% | 28µM* | 27% | ?
CC12CC(NC(=O)N1CCc1ccccc1)c1ccccc1O2 (stereo unspecified) | 7% | -10%[12.9 µM] | -13% | 16% | -12% | -40
Cc1nc(-c2ccc(S(=O)(=O)N3CCN(c4cccc(Cl)c4)CC3)cc2)co1 | . | . | 3% | -3% | . | -11
CCNc1c(C(=O)O)ccc2c1C(=O)c1ccccc1C2=O | -13% | -28% | 0% | 4% | -25% | 1
O=C(CN1C(=O)c2cccnc2Oc2ccc(Cl)cc21)N1CCCCCC1 | 18% | . | 4% | 9% | -2% | 0
CC(C)CSc1oc(-c2ccco2)nc1S(=O)(=O)c1ccccc1 | -30% | -4% | 9% | 45µM* | 1% | ?
C=CCNC(=S)NC1CC(C)(C)NC(C)(C)C1 | 3% | -1% | 2% | 9% | -10% | 5
COc1ccc(C(C)C)cc1S(=O)(=O)NC1CCCC1 | 4% | . | -3% | 2% | -2% | 3
CCn1c(SCC(=O)OC)nc2sc3c(c2c1=O)CC(C)(C)OC3 | 25% | 0% | 2% | 9% | 7% | 0
O=C(CCC(=O)c1ccc(Cl)cc1)OCC(=O)c1ccccc1 | -30% | 5% | -2% | 22% | -6% | -65*

Arranged by SMILES length (low to high): 3 of the compounds above
SMILES | AmpC no deterg | FBPA Giardia inh | AmpC detergent | Sm TGR block | AMA1 RON2 block | HCMV antiviral
O=C(Cn1cc2c(n1)CCCCC2)N1CCc2ccccc2C1 | 0.56µM* | -12% | ? | 3% | 6% | -4
CCOC(=O)c1c(-c2ccc(C)cc2C)csc1NC(=O)c1ccccc1Cl | . | . | 12% | -4% | . | -5
CCCSc1ccc([C@H]2N[C@@](CC(C)C)(C(=O)OC)[C@H]3C(=O)N(CC)C(=O)[C@@H]23)cc1 | 11% | . | . | . | 6% | 6

Compound activity from PubChem.
